DTT redox prof: compounds producing H2O2 with reducing agent – biochemical, NIH compound library profiling, artefact control for MLSCN library redox annotation, primary screen | activation, % at 10 µM | 0.03% of 200,000 active | DTT-dependent redox cycling H2O2, phenol red/HRP absorbance; 100% = 100 µM peroxide control, 0% = buffer | AID 878;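 active means activation of at least 50% relative to the plate's high and low controls in the primary single-dose screen; inactive means activation below 50%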;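 further: compound incubated with DTT at 0.8 mM final as the reducing agent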
ROMK mod: human ROMK K+ channel modulation, primary screen. P48048. Tet-inducible ROMK, thallium flux fluorescence; actives lie on both sides. B-score at 10 µM. 2% of 130,000 active. AID 1918;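 active means signal ratio slope over the read window, or its plate-corrected B-score, at least 3 SD from the plate mean, either direction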;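 further: B-score of the F/F0 ratio slope over 7 to 12 s after thallium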
TLR4 MyD88 comp: blocks binding of human TLR4 to MyD88; HeLa CL3-4 TLR4/MyD88 BLA complementation, FRET ratio; inhibition, % at 8.4 µM; AID 861; 0.18% of 200,000 active; O00206+Q99836; in the data active means inhibition above about 25%;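 further: 0% = vehicle and 100% = reference inhibitor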
L major viab: reduces viability of Leishmania major promastigotes; 9% of 200,000 active; resazurin fluorescence viability; inhibition, % at 10 µM; in the data active means inhibition above about 50%;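 further: promastigotes grown with compound for 44 hours at 28 °C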
TR-FRET SRC-2 ct: flags TR-FRET format artefacts in PPARgamma SRC-2 recruitment agonist screen; TR-FRET artefact counter-screen; hits give high values; TR-FRET ratio at 8 µM; 0.4% of 200,000 active; AID 1049; in the data active means TR-FRET ratio above about 2000; further: inactives centre near 1500; reference of the scale not given here
PPARg SRC1 recr: PPARgamma-driven SRC-1 recruitment agonism. P37231. AID 631. 0.41% of 200,000 active. PPARgamma-SRC-1 coactivator recruitment biochemical assay. activation, % at 8 µM; in the data active means activation above about 19%;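 further: 0% = DMSO and 100% = reference agonist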
Target sequence (P37231 whole entry, looked up): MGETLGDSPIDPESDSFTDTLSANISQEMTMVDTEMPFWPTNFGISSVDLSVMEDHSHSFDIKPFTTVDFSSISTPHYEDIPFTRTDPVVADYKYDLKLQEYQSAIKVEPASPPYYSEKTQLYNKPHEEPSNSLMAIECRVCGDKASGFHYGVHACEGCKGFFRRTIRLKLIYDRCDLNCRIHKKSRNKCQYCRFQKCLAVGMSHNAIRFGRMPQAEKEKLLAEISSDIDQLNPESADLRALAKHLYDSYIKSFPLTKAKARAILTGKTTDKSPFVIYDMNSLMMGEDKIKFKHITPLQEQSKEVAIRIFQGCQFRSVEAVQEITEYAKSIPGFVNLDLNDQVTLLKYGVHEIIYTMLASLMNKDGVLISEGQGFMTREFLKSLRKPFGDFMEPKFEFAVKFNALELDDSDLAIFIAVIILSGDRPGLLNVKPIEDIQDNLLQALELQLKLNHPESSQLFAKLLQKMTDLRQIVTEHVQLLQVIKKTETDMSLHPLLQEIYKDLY
PPARg SRC3 recr: PPARgamma-driven SRC-3 recruitment agonism. P37231. biochemical PPARgamma/SRC-3 coactivator recruitment assay. activation, % at 8 µM. 0.26% of 200,000 active. AID 731; in the data active means activation above about 23%;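 further: 0% = DMSO and 100% = reference agonist; some compounds past the cut are filed as inactive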
bIAP inh: blocks bovine intestinal alkaline phosphatase activity. purified bovine IAP, CDP-star luminescence, 30 min. inhibition, % at 20 µM. 190,000 tested, under 10 active. AID 1019;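 active means over 50% inhibition of intestinal alkaline phosphatase at 20 µM in the single-dose screen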
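Assay system: bovine IAP enzyme; medium: DEA buffer 100 mM, pH 9.8, with MgCl2 1.0 mM, ZnCl2 0.02 mM; doses: 20 µM single dose; incubation: enzyme reaction for 30 min at room temperature; detection: CDP-star luminescence signal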
bIAP activator: increases bovine intestinal alkaline phosphatase activity; purified bovine IAP, CDP-star luminescence, 30 min; hits give high values; fold of DMSO-control signal, blank-subtracted; activation factor at 20 µM; 0.17% of 200,000 active;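 active means activation factor of 2 or more at 20 µM, a signal rise over negative controls twice the positive control's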
PPARg SRC-2 ag: agonists of SRC-2 recruitment by human PPARgamma; P37231; PPARgamma LBD-SRC-2 recruitment, biochemical; activation, % at 8 µM; 0.34% of 200,000 active; AID 1032; in the data active means activation above about 22%;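 further: 0% = vehicle and 100% = reference agonist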
S1P3 antag: S1P3 (human) receptor antagonism; CHO S1P3 NFAT-BLA reporter, FRET fluorescence, antagonist mode; inhibition, % at 4.98 µM; 0.27% of 170,000 active;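 active means inhibition above the plate cutoff, the mean inhibition of test wells on that plate plus 3 SD, cut at about 28% in these data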;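 further: cells challenged with S1P at its EC80 of 0.8 µM; blue over green emission ratio from cleaved BLA substrate after 4 h stimulation; 0% = S1P-stimulated wells and 100% = unstimulated DMSO-only wells; some compounds past the cut are filed as inactive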
Target sequence (Q99500 whole entry, looked up): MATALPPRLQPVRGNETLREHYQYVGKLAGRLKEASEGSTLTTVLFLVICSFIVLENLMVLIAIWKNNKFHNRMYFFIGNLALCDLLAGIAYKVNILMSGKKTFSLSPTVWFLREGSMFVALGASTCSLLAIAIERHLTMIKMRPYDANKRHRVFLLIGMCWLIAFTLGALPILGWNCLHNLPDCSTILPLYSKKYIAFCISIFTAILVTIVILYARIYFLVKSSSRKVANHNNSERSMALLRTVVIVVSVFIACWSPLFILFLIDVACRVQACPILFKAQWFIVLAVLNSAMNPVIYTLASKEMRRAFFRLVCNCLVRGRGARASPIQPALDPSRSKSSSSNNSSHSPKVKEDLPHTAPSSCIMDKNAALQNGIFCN
Numbers without * were called inactive; . = no result given.

SMILES | DTT redox prof | ROMK mod | TLR4 MyD88 comp | L major viab | TR-FRET SRC-2 ct | PPARg SRC1 recr | PPARg SRC3 recr | bIAP inh | bIAP activator | PPARg SRC-2 ag | S1P3 antag
Cc1ccccc1NC(=O)OCc1cccnc1Oc1ccc(Cl)cc1 | -1.7 | 0.28 | -9 | 16 | 1265 | -1 | -2 | 10 | 0.9 | 0 | -10
N#Cc1ccc(-c2ccco2)nc1SCc1ccccc1 | 0.0 | . | 5 | 2 | 1431 | 1 | -7 | 17 | 0.8 | -1 | -42
O=C(c1cnc2n(c1=O)CCS2)N1CCN(c2ccc(Cl)c(Cl)c2)CC1 | -3.5 | . | -1 | -4 | 1454 | 4 | 12 | -5 | 1 | -9 | 5
COc1ccc(OC)c(C2CC(=O)N3CN(c4ccc(C)c(Cl)c4)CSC3=C2C#N)c1 (stereo not drawn) | -0.3 | . | 7 | -4 | 1683 | 5 | 4 | 20 | 0.8 | -1 | -8
Cc1ccccc1OCC(=O)N/N=C/c1ccccn1 | -1.0 | 1.6 | -4 | -1 | 1457 | 1 | -1 | -24 | 1.2 | 5 | -4
Cc1ccc(NC(=O)CNC2CCS(=O)(=O)C2)cc1C (stereo not drawn) | -0.9 | -0.86 | -8 | -11 | 1569 | 10 | 3 | -6 | 1.1 | 0 | -20
O=C(NC(Nc1ccc(F)cc1)(C(F)(F)F)C(F)(F)F)c1cccnc1 | 1.3 | . | 5 | -1 | 1391 | -2 | 1 | -96 | 2* | -1 | 7
Cc1cc(C)c(C#N)c(SCc2cn3c(C)cccc3n2)n1 | -0.4 | -0.53 | -22 | 19 | 1550 | 4 | 3 | 34 | 0.7 | -1 | 2
Cc1nc(NC(=O)c2ccccc2)sc1-c1csc(N)n1 | -0.3 | 0.58 | 13 | 15 | 1736 | 5 | -6 | 11 | 0.9 | 3 | 42
COC(=O)C(C)NS(=O)(=O)c1ccc(NC(C)=O)cc1 (stereo not drawn) | 3.2 | -1.6 | 2 | -2 | 1610 | -1 | 4 | 6 | 0.9 | 3 | 6

The last two entries of the part before are carried over, then new ones follow:
SMILES | DTT redox prof | ROMK mod | TLR4 MyD88 comp | L major viab | TR-FRET SRC-2 ct | PPARg SRC1 recr | PPARg SRC3 recr | bIAP inh | bIAP activator | PPARg SRC-2 ag | S1P3 antag
Cc1nc(NC(=O)c2ccccc2)sc1-c1csc(N)n1 | -0.3 | 0.58 | 13 | 15 | 1736 | 5 | -6 | 11 | 0.9 | 3 | 42
COC(=O)C(C)NS(=O)(=O)c1ccc(NC(C)=O)cc1 (stereo not drawn) | 3.2 | -1.6 | 2 | -2 | 1610 | -1 | 4 | 6 | 0.9 | 3 | 6
CCOC(=O)N1CCN(C(=O)CN(Cc2ccc(Cl)cc2)S(=O)(=O)c2ccccc2)CC1 | -4.3 | . | 18 | 34 | 1534 | 5 | -8 | -3 | 1 | 9 | .
Cc1nc2c3c4c(sc3n3c(SCC(=O)NCc5ccco5)nnc3n2n1)COC(C)(C)C4 | -2.1 | . | 7 | 13 | 1496 | 6 | -9 | 3 | 1 | 3 | .
C=CCN(c1ccccc1)S(=O)(=O)c1ccc(Cl)c(C(=O)OCC(=O)N(C)C2CCS(=O)(=O)C2)c1 (stereo not drawn) | -0.4 | 0.63 | -7 | 2 | 1704 | -5 | -3 | 2 | 1 | -4 | -12
CCC(=O)Nc1ccc(C(=O)Nc2cc(C)on2)cc1 | -0.1 | -0.22 | 0 | 5 | 1553 | -5 | 1 | 12 | 0.9 | 1 | .
O=C(COc1ccccc1)Nc1nc2ccccc2[nH]1 | 1.4 | 0.27 | -2 | -1 | 1484 | 4 | -10 | -22 | 1.2 | 6 | 23
CCCn1c(N)nc2ccccc21 | -14 | . | 4 | 20 | 1444 | -2 | -3 | 13 | 0.9 | -1 | .
Cn1ncc(N=Cc2ccc([N+](=O)[O-])cc2)c1C(=O)Nc1ccccc1 | 0.9 | -1 | -12 | 4 | 1677 | 3 | -4 | 2 | 1 | -2 | 3
Cc1nn(Cc2ccc(Cl)cc2Cl)c(C)c1NC(=O)C1C2CCC(O2)C1C(=O)O (stereo not drawn) | -0.2 | -1.3 | 6 | -2 | 1671 | 1 | 19 | -2 | 1 | 18 | .
CC(=O)c1cccc(NC(=O)c2ccc(NS(=O)(=O)c3c(C)noc3C)cc2)c1 | 1.7 | . | 3 | -11 | 1570 | 9 | 1 | 0 | 1 | 3 | -12
COC(=O)c1coc(-c2ccc(C)cc2)c1C(=O)OC | 29 | -1 | -2 | -8 | 1441 | 1 | 6 | -1 | 1 | 2 | -16

Next part; the last two above are carried over.
SMILES | DTT redox prof | ROMK mod | TLR4 MyD88 comp | L major viab | TR-FRET SRC-2 ct | PPARg SRC1 recr | PPARg SRC3 recr | bIAP inh | bIAP activator | PPARg SRC-2 ag | S1P3 antag
CC(=O)c1cccc(NC(=O)c2ccc(NS(=O)(=O)c3c(C)noc3C)cc2)c1 | 1.7 | . | 3 | -11 | 1570 | 9 | 1 | 0 | 1 | 3 | -12
COC(=O)c1coc(-c2ccc(C)cc2)c1C(=O)OC | 29 | -1 | -2 | -8 | 1441 | 1 | 6 | -1 | 1 | 2 | -16
Cc1c(CCC(C)C)c(-n2ccnc2C)n2c(nc3ccccc32)c1C#N | 0.8 | . | 0 | 1 | 1557 | -1 | 8 | -5 | 1 | 11 | .
CSc1ccccc1NC(=O)c1ccccn1 | -0.5 | -0.12 | -1 | -6 | 1768 | 4 | 2 | 3 | 1 | 1 | -9
COc1ccc([N+](=O)[O-])cc1N(CC(=O)NC(C(C)C)C(C)C)S(C)(=O)=O | -0.5 | -0.29 | -2 | -4 | 1653 | 1 | -1 | 10 | 0.9 | -2 | -4
CC(C)(C)C1CCC(=O)C(C2(O)C(=O)Nc3ccccc32)C1 (stereo not drawn) | -1.5 | 0.74 | -2 | -4 | 1475 | 2 | 16 | 6 | 0.9 | 0 | -19
CCOC(=O)C1=C(C)NC(=O)NC1c1ccc(OC(=O)c2ccco2)c(OC)c1 (stereo not drawn) | 2.4 | . | 0 | 7 | 1661 | 6 | 8 | 0 | 1 | -1 | -3
Cc1csc(NC(=O)Nc2ccccc2[N+](=O)[O-])n1 | -0.3 | -0.6 | 6 | 5 | 1544 | 10 | -3 | 0 | 1 | 4 | 10
CCn1nc(C(=O)OCC(=O)Nc2ncc(Cl)c(C)c2Cl)c2ccccc2c1=O | 0.5 | -0.89 | 14 | -3 | 1589 | 4 | -2 | . | 0.4 | -9 | 8
Cc1ccccc1NC(=S)NNc1ncc(C(F)(F)F)cc1Cl | 0.1 | -1 | 2 | -1 | 1515 | 2 | -9 | -31 | 1.3 | -3 | .
NC(=O)C1(c2ccccc2)CCCN1C(=O)c1ccccc1Br (stereo not drawn) | -0.5 | -2 | 0 | -5 | 1728 | 13 | 4 | -6 | 1.1 | 0 | -14
Cc1[nH][nH]c(=O)c1C(c1ccc(-c2ccc(Cl)cc2)o1)c1c(C)[nH][nH]c1=O | 0.1 | -2.5 | -5 | 100* | 1640 | 4 | -3 | -17 | 1.2 | 6 | .
CCN(Cc1ccccc1)S(=O)(=O)c1ccc(S(=O)(=O)N(Cc2ccccn2)Cc2ccco2)cc1 | 0.6 | 0.11 | -17 | 2 | 1463 | 1 | -7 | 10 | 0.9 | -5 | .
COc1ccc(NS(=O)(=O)c2cc(-c3nnnn3C)ccc2OC)cc1 | 0.9 | 1.2 | -7 | -6 | 1761 | -1 | 3 | 9 | 0.9 | -5 | .
CCN1C(=O)C(O)(CC(=O)c2cc(C)ccc2C)c2ccccc21 (stereo not drawn) | -0.5 | . | 9 | 3 | 1499 | -5 | 5 | 4 | 1 | 0 | -17
O=C(c1ccncc1)N(Cc1ccco1)Cc1cc2ccccc2[nH]c1=O | -0.7 | . | 4 | -1 | 1407 | -2 | 2 | 3 | 1 | 1 | 10
COc1ccc(-n2c(C)cc(C(=O)CN3C(=O)c4ccccc4C3=O)c2C)cc1 | 0.4 | 0.44 | -13 | -7 | 1405 | 7 | 2 | -10 | 1.1 | 2 | -5
Cn1ccnc1Sc1ccccc1[N+](=O)[O-] | -0.6 | 0.78 | -12 | 12 | 1493 | 12 | 2 | 10 | 0.9 | -1 | -12
COc1ccc(N(CC(=O)Nc2nccs2)S(=O)(=O)c2c(C)[nH]c(=O)[nH]c2=O)cc1 | -0.7 | 0.9 | 8 | -4 | 1547 | -1 | 3 | -2 | 1 | -1 | -16
Cc1cccc(NC(=S)NC2CC3CCCC(C2)N3Cc2ccco2)c1 (stereo not drawn) | -0.9 | -0.25 | -7 | 63* | 1584 | -2 | -5 | -9 | 1.1 | -7 | -8
CCNC(=S)N1CCN(c2ccccc2OCC)CC1 | 0.0 | -0.26 | 0 | 5 | 1340 | -6 | -1 | -1 | 1 | 3 | -8
Cc1ccc(-c2nnn(CC(=O)N(c3ccccc3)C(C(=O)NCC3CCCO3)c3cccs3)n2)o1 (stereo not drawn) | 0.3 | -0.41 | -32 | 3 | 1534 | -14 | -1 | 32 | 0.7 | -2 | -11
COc1ccc(C2CC(=O)N(C)c3ccccc3S2)cc1 (stereo not drawn) | -0.9 | . | -6 | 2 | 1508 | -2 | 3 | 13 | 0.9 | 3 | 4
Cc1ccc(NC(=O)Cn2cccc2)cc1C | 1.7 | -1.2 | -6 | -5 | 1383 | 1 | -1 | -16 | 1.2 | -8 | -11
CN1/C(=C\C(=S)NC(=O)c2ccc([N+](=O)[O-])cc2)C(C)(C)c2ccccc21 | 1.4 | . | -9 | 3 | 1659 | 7 | -3 | 18 | 0.8 | 5 | -2
O=C(Nc1cccc2ccccc12)N1CC=CCC1 | 0.0 | 0.73 | -7 | 1 | 1656 | -1 | -2 | 23 | 0.8 | 11 | .
CCOC(=O)c1c(NC(=O)COC(=O)C2CC2C)sc(C)c1C (stereo not drawn) | -1.8 | -0.46 | 4 | 7 | 1471 | -1 | 1 | 8 | 0.9 | 8 | 1
O=C(c1ccc(S(=O)(=O)NCc2ccco2)cc1)N1CCN(Cc2ccc3c(c2)OCO3)CC1 | -0.3 | -0.12 | 0 | 88* | 1452 | -2 | -2 | -3 | 1 | 2 | 1
Clc1ccc(Cn2c(/C=C/c3ccco3)nc3ccccc32)cc1 | 0.5 | -1.8 | -6 | 50* | 1274 | 2 | -4 | 9 | 0.9 | -9 | -4
O=C(CSc1nnc2ccccn12)NC(=O)NC1CCCCC1 | -1.0 | -0.5 | 13 | -2 | 1599 | 6 | 4 | 5 | 1 | -1 | -7
O=C(O)/C=C/C(=O)Nc1ccc(NC(=O)c2ccccc2)c(Cl)c1 | -0.9 | -0.56 | -23 | -2 | 1704 | 7 | 5 | -25 | 1.3 | 3 | -5
Cc1cc(Cl)ccc1OC(C)C(=O)NCCc1ccc2c(c1)OCCO2 (stereo not drawn) | -0.5 | -1.3 | 8 | 5 | 1466 | -6 | -1 | 17 | 0.8 | -2 | 9
COc1ccc(CCN2CN(S(=O)(=O)c3ccc(C)cc3)c3nc4ccccc4nc32)cc1OC | 0.2 | -0.15 | 8 | 14 | 1690 | -2 | 5 | 5 | 0.9 | 12 | 8
CCC(Sc1nc(C)cc(=O)[nH]1)C(=O)Nc1ccc(Cl)cn1 (stereo not drawn) | -0.8 | . | -4 | -6 | 1380 | -1 | -4 | 5 | 0.9 | -2 | -28
O=S(=O)(c1ccc(Cl)c(C(F)(F)F)c1)N1CCN(c2ccccn2)CC1 | -0.8 | -0.055 | -6 | -6 | 1485 | 7 | 1 | 5 | 1 | 6 | -2
